Screening results as filed in PubChem BioAssay.
CIT2-GFP yeast: modulators of TOR pathway CIT2-GFP in S. cerevisiae | S. cerevisiae CIT2-GFP strain, flow cytometry, 3 h; 100 means same as DMSO wells | GFP response vs DMSO, % at 10 µM | AID 2029 | hit rate 0.065% among 320,000;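 active means GFP response relative to DMSO above a set limit, near the screen mean plus 3 SD, cut at about 150% in these data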;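 further: ratio of well median GFP fluorescence to mean of DMSO wells on the plate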
VLA-4 inh: inhibition in a human VLA-4 binding assay; VLA-4 expressing cells, ligand binding flow cytometry; inhibition, % (about 7 µM as worked out from the volumes in the protocol); hit rate 0.2% among 330,000; in the data active means inhibition above about 50%
Target sequence (P13612 whole entry, looked up): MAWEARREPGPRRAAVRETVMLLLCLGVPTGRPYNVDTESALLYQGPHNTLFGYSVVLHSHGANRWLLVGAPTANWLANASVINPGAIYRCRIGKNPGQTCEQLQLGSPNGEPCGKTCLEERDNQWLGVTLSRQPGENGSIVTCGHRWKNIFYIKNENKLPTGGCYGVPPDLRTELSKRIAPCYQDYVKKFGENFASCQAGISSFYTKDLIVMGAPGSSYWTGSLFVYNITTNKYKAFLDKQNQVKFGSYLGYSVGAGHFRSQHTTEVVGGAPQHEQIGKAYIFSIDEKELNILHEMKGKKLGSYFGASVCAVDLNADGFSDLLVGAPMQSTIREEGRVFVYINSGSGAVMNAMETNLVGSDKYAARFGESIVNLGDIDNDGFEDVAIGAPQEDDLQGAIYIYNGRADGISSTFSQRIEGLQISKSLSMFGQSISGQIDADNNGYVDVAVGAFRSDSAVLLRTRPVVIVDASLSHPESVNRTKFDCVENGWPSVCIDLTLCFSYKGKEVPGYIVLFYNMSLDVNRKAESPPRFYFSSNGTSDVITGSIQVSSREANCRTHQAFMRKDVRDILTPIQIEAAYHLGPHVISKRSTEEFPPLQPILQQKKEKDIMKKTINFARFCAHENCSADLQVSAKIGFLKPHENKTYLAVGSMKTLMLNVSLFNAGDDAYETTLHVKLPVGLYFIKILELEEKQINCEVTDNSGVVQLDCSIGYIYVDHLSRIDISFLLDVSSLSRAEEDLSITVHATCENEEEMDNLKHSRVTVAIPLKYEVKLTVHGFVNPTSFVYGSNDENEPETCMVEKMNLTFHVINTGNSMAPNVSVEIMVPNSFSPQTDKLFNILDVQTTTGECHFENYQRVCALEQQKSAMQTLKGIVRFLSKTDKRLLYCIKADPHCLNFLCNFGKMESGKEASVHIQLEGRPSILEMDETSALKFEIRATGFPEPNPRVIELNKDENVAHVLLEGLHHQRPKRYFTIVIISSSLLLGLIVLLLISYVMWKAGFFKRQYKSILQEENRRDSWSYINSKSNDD
GLD-1 RNA inh: GLD-1-TGE RNA interaction inhibition (C. elegans). hit rate 0.44% among 320,000. purified GLD-1 + fluorescein TGE RNA, fluorescence polarization. Q17339. inhibition, % at 5.96 µM;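 active means percent inhibition above a per-plate cutoff, the plate mean of test compounds plus 3 SD, cut at about 30% in these data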;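 further: 0% = DMSO wells with GLD-1 and probe and 100% = wells lacking GLD-1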
AGP1 TOR yeast: alters AGP1-GFP fluorescence in TOR pathway yeast screen. GFP response vs DMSO, % at 10 µM. S. cerevisiae AGP1-GFP multiplex flow cytometry, 3 h; GFP as percent of DMSO wells. hit rate 0.02% among 320,000. AID 2066;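 active means GFP response relative to DMSO above a set limit, near screen average plus 3 SD, cut at about 150% in these data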;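 further: median GFP channel fluorescence of the gated AGP1 strain per well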
MCL1 BIM primary: disrupts human MCL1 binding to BIM-BH3 peptide; Q07820; GST-MCL1 / FITC-Bim-BH3 fluorescence polarization; inhibition, % at 10.9 µM; hit rate 0.68% among 320,000; AID 2057;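 active means inhibition above the mean inhibition of all tested compounds plus 3 SD, set per campaign, cut at about 40% in these data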;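 further: 0% = DMSO wells and 100% = unlabeled Bim-BH3 peptide control; higher means more loss of mP so more displacement of Bim peptide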
Fam108B counter: Fam108B inhibition, counter-screen for RBBP9 inhibitors; hit rate 0.33% among 300,000; inhibition, % at 9.51 µM; recombinant Fam108B, FP-Rh probe fluorescence polarization;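 active means inhibition above the screen mean inhibition plus 3 SD, computed separately per campaign, cut at about 18% in these data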;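 further: inhibitors lower polarization as less probe binds the enzyme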
MEX-5 binding: C. elegans MEX-5 TCR-2 RNA binding activity. Q9XUB2. MEX-5/FITC-TCR2 RNA binding, fluorescence polarization; active compounds read low. activity score (negative = inhibition of binding), % at 10 µM. hit rate 0.38% among 300,000. AID 1832;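 active means inhibition past about -25% in most replicates, and total fluorescence under double the plate's negative control median, limit read from the data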;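 further: 0% = DMSO and -100% = 5 µM competing unlabeled TCR2 RNA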
BCLXL inh: inhibitors of human Bcl-xL. GST-Bcl-xL / FITC-Bim BH3 peptide fluorescence polarization. inhibition, % at 10.9 µM. Q07817. hit rate 0.7% among 320,000;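 active means inhibition above the mean of all tested compounds plus 3 SD, cutoff set per campaign, cut at about 30% in these data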;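 further: 0% = DMSO wells and 100% = unlabeled Bim-BH3 peptide competitor; inhibitors lower millipolarization by displacing the labeled peptide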
GRK2 inh: blocks RNA aptamer binding to human GRK2; bead flow cytometry, FAM-aptamer displacement from GRK2; P25098; AID 488847; hit rate 0.59% among 330,000; inhibition of aptamer binding, % at 10 µM;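 active means inhibition of aptamer binding above 40%, roughly 3 SD of noise, on plates passing a quality check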;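 further: median bead fluorescence of bound FAM aptamer so fluorescent compounds give negative values; no value below 0 was filed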
* marks the source's active call; other numbers are inactive results; · = not tested or not shown.

molecule	AGP1 TOR yeast	MEX-5 binding	GLD-1 RNA inh	Fam108B counter	GRK2 inh	VLA-4 inh	BCLXL inh	CIT2-GFP yeast	MCL1 BIM primary
O=C(NCc1cccs1)c1ccncc1	96	0.2	10	1	0	3	1	108	1
COc1cc(OC)c(C(=O)NCc2ccc3c(c2)OCO3)cc1OC	102	0.6	5	0	1	25	7	104	-1
CC1(C(=O)NC2CCCC2)CCC(=O)N1CCC1=CCCCC1 (centres undefined)	92	0.9	4	1	0	30	5	117	3
COc1ccc(C)cc1NC(=O)CCCN1C(=O)CN(C)C1=O	101	·	4	·	0	12	0	98	3
CCC(C)NC(=O)COC(=O)c1ccc(Cl)cc1O (centres undefined)	83	-0.4	-3	-1	2	0	7	90	14
CCN(C/C=C/c1ccccc1OC)Cc1ccccc1	95	0.1	9	-2	0	-3	1	92	2
Cc1cc(=O)[nH]c(SCC(=O)Nc2nnc(CC(C)C)s2)n1	110	-2.3	6	1	5	18	5	107	8
OC(COc1ccccc1)CN1CCOCC1 (centres undefined)	99	0.4	4	-2	2	-3	3	99	-1
CC(=O)N(Cc1cc2cc(C)ccc2[nH]c1=O)c1cccc(C)c1C	102	-2.1	-8	-4	0	16	2	106	-1
O=C(COC(=O)c1ccccc1Nc1ccccc1)Nc1ccccc1	95	1.0	4	-1	0	19	3	90	4
CN=C(Nc1ccc(C(=O)OC)cc1)SC1CC(=O)N(c2ccccc2F)C1=O (centres undefined)	98	-0.2	6	1	0	11	2	96	2
Cc1csc(NC(=O)CSc2ccc3nnc(CCNS(=O)(=O)c4ccccc4)n3n2)n1	89	-0.4	8	-1	19	-14	18	95	23
Cc1ccc(C)c(NC(=O)CCN2C(=O)C3CC=CCC3C2=O)c1 (centres undefined)	102	·	2	·	68*	36	-8	101	-10
CN(CC(=O)Nc1ccc(Cl)c(C(F)(F)F)c1)C(=O)CCCc1nc2ccccc2c(=O)[nH]1	98	·	1	·	0	-2	-7	101	-9
Cc1cccc(-n2c(Cc3ccccc3)n[nH]c2=S)c1	107	-1.4	4	2	0	0	-12	103	-8
CCOc1ccc2c(c1)C(C)=CC(C)(C)N2C(=O)Nc1ccccc1F	100	-6.3	9	6	10	4	13	107	9
Cc1[nH]c(=O)c(C(=O)c2ccccc2O)cc1C(=O)O	98	-0.1	7	3	0	5	6	97	-1
O=C(NCc1cccnc1)Nc1ccc(F)cc1F	109	-0.5	-8	-1	1	-5	1	110	9
O=C(N/N=C/c1ccccc1F)c1cccc(NC(=O)c2ccccc2Cl)c1	66	0.6	-5	-13	0	21	10	85	9
COc1ccc(S(=O)(=O)N2CCC(C(=O)c3ccc4c(c3)OCCO4)CC2)cc1	92	1.3	3	-1	3	12	3	86	-6
O=C(Nc1ccc(N2CCOCC2)cc1)c1cccnc1	116	2.9	0	0	0	-1	6	108	4
COc1ccc(CNC(=O)COC(=O)c2cnccn2)cc1	115	-0.7	-1	-2	6	6	1	105	2
CN(C)C(=O)CSc1nc(-c2ccccc2)nc2c1CCCC2	88	0.6	2	-3	0	0	1	93	7
Cc1cc(C(=O)NNC(=O)NC(C)C)no1	115	-2.9	9	-1	2	0	3	100	-2
CC(C)c1ccc(OCc2ccc(C(=O)N3CCCC3)o2)cc1	89	-0.1	9	0	0	12	-2	82	2
Cc1ccc(CN2CCN(CC(=O)N/N=C/c3ccc(C)o3)CC2)cc1	112	2.0	2	-1	3	26	1	98	4
O=C(OC(C(=O)NCC1CCCO1)c1ccc(F)cc1)c1cccs1 (centres undefined)	102	-0.4	4	1	2	-3	-5	93	0
Cc1ccc(Cn2c(C3CCCN3c3nc(-c4ccc(F)cc4)cs3)nc3cc(C(F)(F)F)ccc32)cc1 (centres undefined)	87	-2.1	4	1	0	-6	5	85	11
O=C(C1=C(O)C(=O)N(CCCn2ccnc2)C1c1cccc(Br)c1)c1ccco1 (centres undefined)	95	9.6	0	-1	2	-9	9	95	3
O=C(/C=C/c1ccccc1)NC(=S)NNC(=O)c1ccco1	96	-5.6	1	2	0	-8	2	110	6
O=C(O)c1ccc(N/N=C/c2ccc3ncccc3c2)cc1	97	-1.8	9	-6	0	-11	12	102	7
CCN(CC)c1cccc(OCC(=O)N(C)CCC#N)c1	95	1.5	-12	-28	3	-319	-1	81	-20
CC(=O)Nc1ccc(S(=O)(=O)NCc2ccccn2)cc1	91	0.6	1	4	2	-4	1	85	-3
O=C(COC(=O)Cc1ccc(Cl)cc1)NC1CCCC1	90	·	0	·	1	-10	5	95	11
O=C1CSC(c2ccc3c(c2)OCO3)N1c1ccc(Oc2ccccc2)cc1 (centres undefined)	105	1.0	5	2	2	1	4	104	2
Cc1ccc(NC(=O)C2CCN(C(=O)NC3CCCCC3)CC2)cc1Cl	97	1.9	5	3	1	20	-2	97	0
O=C(NC(=S)N(CCc1ccccc1)CCc1ccccc1)c1ccco1	92	·	-1	3	1	0	2	97	11
COc1ccc(/C=C(\NC(=O)c2ccco2)C(=O)NCc2ccco2)cc1	102	-0.1	6	-2	0	4	0	100	-2
C=CCN(c1ccccc1Cl)S(=O)(=O)c1cc(C(=O)N2CCCC2)ccc1Cl	102	3.5	3	1	0	18	-3	105	-4
O=C(COC(=O)c1ccc(O)cc1)Nc1cc(C(F)(F)F)ccc1Cl	91	-1.9	0	-6	1	-1	3	87	-3
CN1CCN(S(=O)(=O)c2ccc(Nc3ccc(F)cc3)c([N+](=O)[O-])c2)CC1	96	-4.3	8	-2	4	-3	0	88	-1
O=C(CN1C(=O)c2cccc([N+](=O)[O-])c2C1=O)N1CCN(c2ccc(F)cc2)CC1	123	2.7	11	-1	0	7	5	104	-1
CC(=O)c1cccc(CN(C)CC2CCCN(CCc3ccccc3C)C2)c1 (centres undefined)	105	2.9	·	·	0	-12	·	104	·
CCOC(=O)N/N=C/c1ccc(F)cc1	109	-2.3	10	3	0	8	-9	101	-9
COc1cccc(NC(=O)CN(C)C(=O)CSc2nc3ccccc3s2)c1	104	-3.2	-8	1	2	-19	-3	102	-5
O=C(c1ccc(NC2=NC3CS(=O)(=O)CC3S2)cc1)N1CCN(C(=O)c2ccco2)CC1 (centres undefined)	103	·	1	4	0	2	1	97	2
Cn1cc(CN2CCc3ccccc3C2)c2ccccc21	95	0.7	-3	0	2	4	5	92	8
CCCCC(=O)N1CCN(c2ccc(OC)cc2[N+](=O)[O-])CC1	93	-0.4	5	-4	3	16	-2	93	1
CCOC(=O)N1CCC(NC(=O)CSCc2nc(-c3ccc(OC)c(OC)c3)oc2C)CC1	107	-2.0	5	-5	0	-23	1	103	3
O=C(Nc1ccc(F)cc1F)NC1CC(=O)N(Cc2ccccc2)C1 (centres undefined)	109	0.3	-10	0	0	9	-1	103	3

2 compounds from above, reduced to BCLXL inh:
| SMILES | BCLXL inh |
| --- | --- |
| COc1ccc(C)cc1NC(=O)CCCN1C(=O)CN(C)C1=O | 0 |
| CCC(C)NC(=O)COC(=O)c1ccc(Cl)cc1O (centres undefined) | 7 |

The results go on:
molecule	AGP1 TOR yeast	MEX-5 binding	GLD-1 RNA inh	Fam108B counter	GRK2 inh	VLA-4 inh	BCLXL inh	CIT2-GFP yeast	MCL1 BIM primary
O=C(Cn1nc(C(F)(F)F)cc1C1CC1)Nc1ccccc1F	94	0.3	6	0	3	11	7	101	4
CCCC(=O)Nc1cccc(Oc2nc(C)cc(C)c2C#N)c1	112	-0.9	5	-4	0	89*	0	108	-7
C/C(=N\N1CCN(Cc2ccccc2Cl)CC1)c1ccc(F)cc1	102	0.8	2	0	0	-8	-2	101	-3
C=CCNC(=S)NCCO	101	-0.1	-1	2	2	2	5	107	8
CC(=O)c1ccc(NS(=O)(=O)c2ccc(C(C)(C)C)cc2)cc1	104	-1.0	5	2	0	-6	2	99	-4
O=C(COc1ccccc1F)NNC(=O)c1cc(Br)ccc1Cl	103	·	2	·	0	-14	·	92	·
O=C(CSc1nc2ccc(Cl)cc2[nH]1)N1CCN(C(=O)c2ccco2)CC1	100	2.8	-3	0	0	4	2	103	2
CCOC(=O)[C@H]1[C@H]2COc3ccc(Cl)cc3[C@@H]2N2C(=O)CN(C)C(=O)[C@@]12C	100	·	-6	·	4	5	-2	100	-6
COc1ccc(-n2c(=O)c3ccccc3c3ccccc3c2=O)cc1	97	2.0	5	1	0	25	-2	94	-3
O=C(Nc1ccccc1)c1c2c(nc3ccccc13)CCCC2	98	2.4	4	-1	0	12	4	87	2
COc1ccc2c([N+](=O)[O-])c(Cl)[nH]c2c1	96	-10	-3	4	3	23	15	91	20
CSc1nnc(-c2ccccc2)c(-c2ccccc2)n1	99	0.0	-2	1	0	7	9	96	0
COc1ccc(C2c3c(oc4ccccc4c3=O)C(=O)N2c2ccccn2)cc1 (centres undefined)	107	-0.4	8	-2	0	-1	7	112	3
CC#CCN1C(=O)N[C@@H](c2ccccc2)C(C(=O)OC)=C1C	106	0.6	-2	3	2	28	7	102	1
COc1ccc(CNC(=O)CN2C(=O)CSc3ccc(S(=O)(=O)N4CCCCC4)cc32)cc1	107	-2.2	-13	-2	0	2	1	109	1
O=C(CCCN1C(=O)c2cccc3cccc(c23)C1=O)Nc1ccon1	101	2.3	6	2	1	16	6	99	0
O=C1CCNc2ccc(-c3ccccc3)cc21	90	-67*	8	-2	1	-14	15	91	6
COP(=O)(CN(Cc1ccccc1)C(=S)Nc1c(C)cccc1C)OC	118	1.4	3	-4	0	3	5	103	7
COc1ccc(-c2cc(=O)[nH]c(=O)[nH]2)cc1	111	1.8	7	-1	0	6	7	108	2
COc1ccc([C@H]2CC(=O)C=C(c3cccc(Br)c3)C2)cc1	74	·	-5	·	0	15	2	86	1
CCOC(=O)Cc1c(Cl)c2ccccc2[nH]c1=O	102	1.4	-2	3	0	16	5	104	-4
CC(OC(=O)C12CC3CC(CC(O)(C3)C1)C2)C(N)=O (centres undefined)	105	-3.4	-2	1	0	13	1	98	-7
O=c1[nH]cccc1-c1nc2ccccc2n1Cc1cccc(F)c1	105	1.8	-3	9	0	-9	-3	103	1
COc1ccc([C@@H]2Sc3cc(OC)ccc3N(CCN(C(C)C)C(C)C)C(=O)[C@H]2OC(C)=O)cc1	107	-0.3	10	3	0	6	4	85	6
CCOc1ccc(N(C(=O)c2snc(C(N)=O)c2N)C(C(=O)NCC2CCCO2)c2c[nH]c3ccccc23)cc1 (centres undefined)	101	-5.7	6	-2	0	4	3	91	-1
CCCc1cc(C(=O)N2CCN(c3ccc(C(F)(F)F)cn3)CC2)sc1C	97	-0.3	-3	0	0	3	4	100	3
COC(=O)c1ccc(CN2CCN(Cc3ccccc3)C(CCO)C2)cc1 (centres undefined)	104	-9.7	3	3	5	11	4	105	6
COC(=O)C1C(O)C(C)C(O)C(C)(O)/C=C\C=C(/C)C(=O)Nc2c(C)c(OC(C)=O)c3c(c2O)C(=O)C(C)=C2OCOC(=C23)/C(C)=C/C(C)(O)C(O)C(C)C1O (centres undefined)	107	-4.9	7	-3	6	1	50*	102	-1
